# FEN1 inh: qHTS Assay for the Inhibitors of Human Flap endonuclease 1 (FEN1) | P39748 | Recombinant FEN1 flap cleavage, fluorescence, 15 min | Potency, µM (top dose mostly 114 µM), without a hit: at the top dose activity change, negative = inhibition, most hits filed as inhibitors | 0.35% of 390,000 active | AID 588795, 2011; note: nearly all actives have a fitted effect of over 65% in size
# Target sequence (P39748 whole entry, looked up): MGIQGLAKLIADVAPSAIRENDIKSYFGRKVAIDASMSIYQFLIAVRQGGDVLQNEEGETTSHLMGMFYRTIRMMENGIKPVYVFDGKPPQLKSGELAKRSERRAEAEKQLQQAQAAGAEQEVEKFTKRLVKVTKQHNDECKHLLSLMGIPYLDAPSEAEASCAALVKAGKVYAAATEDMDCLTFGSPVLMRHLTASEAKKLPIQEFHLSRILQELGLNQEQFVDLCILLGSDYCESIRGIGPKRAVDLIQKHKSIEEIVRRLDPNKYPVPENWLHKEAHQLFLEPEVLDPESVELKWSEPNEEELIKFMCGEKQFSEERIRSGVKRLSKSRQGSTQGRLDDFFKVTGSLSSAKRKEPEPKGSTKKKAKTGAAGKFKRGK
#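 Nuclease activity of 10 nM FEN1 was measured after 15 min of room-temperature exposure to titrated compounds, by adding 50 nM flap substrate and reading plates at 0 and 15 min.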
# N370S GC: qHTS Assay for Inhibitors and Activators of N370S glucocerebrosidase as a Potential Chaperone Treatment of Gaucher Disease | Potency, µM (highest dose often 59.4 µM), for inactives: at the highest dose activity change, negative = inhibition, most hits filed as inhibitors | 0.092% of 330,000 active | N370S GC spleen homogenate, 4MU-glucoside fluorescence | Lysosomal acid glucosylceramidase (Homo sapiens), P04062;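 note: 0% = full enzyme activity and -100% = no enzyme basal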
# KAT2A inh: qHTS Assay for Inhibitors of GCN5L2 | AID 504327, 2011 | Histone acetyltransferase KAT2A (Homo sapiens), Q92830 | Potency, µM (series often up to 58.9 µM), for inactives: at the top dose activity change, negative = inhibition, hits mostly inhibitors | 0.21% of 390,000 active | GCN5L2 HAT assay, ThioGlo1 CoA-SH fluorescence
#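 qHTS, 1536-well. 20nM enzyme, pH 7.5 HEPES/EDTA/Tween-20 buffer; 15 min compound preinc., RT. Start: 75uM H3(1-25), 70uM AcCoA, 50uM ThioGlo1. Read Ex340/Em540 at t=0 (autofluorescence flag) and t=20 min.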
# Active calls of the source: *; ? = inconclusive; . = no result given; & = joins results of further samples; [ ] = remark or other dose. Calls come from the whole dose curve; as a rule, active = well fitted curve in the direction sought with a large enough effect; inconclusive = small, poorly fitted or top-dose-only effect, or another doubt; inactive = no such curve, though single readings can be large; an effect the other way counts as inactive or inconclusive. Unless noted, % is set by controls: 0 for no effect and ±100 for the full control effect; potency is the fitted concentration of half-maximal effect.
# Start of the data: the first seven records as a preview:
SMILES,FEN1 inh,N370S GC,KAT2A inh
CCCNC(=O)c1onc(CS(=O)(=O)c2cc(C)cc(C)c2)c1C(=O)NCCC,16%,.,1%
Cc1cccc(OCCOC(=O)c2ccc(F)c(S(=O)(=O)N3CCOCC3)c2)c1,-23%,.,-5%
CCS(=O)(=O)c1ccc(C(=O)Nc2ccccc2OC)c(Cl)c1Cl,-1%,-4%,-3%
O=C(CCS(=O)(=O)c1ccccc1)Nc1ccccn1,-2%,-1%,-1%
CN1CCN(c2cnn(-c3ccccc3)c(=O)c2Br)CC1,-5%,-5%,-2%
O=C1c2ccccc2C(=O)N1CCn1ccnc1,1%,6%,1%
OC(COc1ccc(CNCCc2ccccc2F)cc1)CN1CCCCC1 (stereo unspecified),17%,-5%,-11%

# All compounds of this part, previewed entries included:
SMILES,FEN1 inh,N370S GC,KAT2A inh
CCCNC(=O)c1onc(CS(=O)(=O)c2cc(C)cc(C)c2)c1C(=O)NCCC,16%,.,1%
Cc1cccc(OCCOC(=O)c2ccc(F)c(S(=O)(=O)N3CCOCC3)c2)c1,-23%,.,-5%
CCS(=O)(=O)c1ccc(C(=O)Nc2ccccc2OC)c(Cl)c1Cl,-1%,-4%,-3%
O=C(CCS(=O)(=O)c1ccccc1)Nc1ccccn1,-2%,-1%,-1%
CN1CCN(c2cnn(-c3ccccc3)c(=O)c2Br)CC1,-5%,-5%,-2%
O=C1c2ccccc2C(=O)N1CCn1ccnc1,1%,6%,1%
OC(COc1ccc(CNCCc2ccccc2F)cc1)CN1CCCCC1 (stereo unspecified),17%,-5%,-11%
CCN(CC)c1ccc2c(Nc3ccccc3)c(C=O)c(=O)oc2c1,-1%,?,3%
COc1ccc(-c2c[nH]c(=O)[nH]c2=O)cc1OC,3%,8%,-2%
Cc1nn(CCC(=O)NNC(=S)Nc2ccc(Cl)cc2)c(C)c1[N+](=O)[O-],-8%,2%,0%
COc1ccccc1/C=C/C1(C(=O)NC2CCCC2)CC(=O)N1c1ccc(C)cc1 (stereo unspecified),?,0%,-12%
CC1CCN(C(=O)CSCC(=O)Nc2nc(-c3cccs3)cs2)CC1,16%,-4%,-6%
COc1ccc(CN2CCN(Cc3ccco3)CC2)c(OC)c1,-3%,-6%,-1%
CC(C)Oc1ccc(C(=O)Nc2cccc(S(=O)(=O)N3CCCC3)c2)cc1,6%,.,-10%
Cc1ccc(S(=O)(=O)Nc2cc(C(=O)NCCN(C)C)ccc2N2CCCCC2)cc1,-6%,-10%,1%
O=C(NCCOc1ccccc1)c1ccccc1SCC(=O)N1CCCC1,-1%,.,2%
Cc1cc(C)c2cc(C(=O)N3CCc4ccccc4C3)[nH]c2c1,-8%,19%,-6%
Cc1ccc(-c2noc(CCC(=O)Nc3ccc(C)cn3)n2)cc1,28%,-2%,1%
Cc1ccc(C(=O)NN(C)c2nc3ccccc3nc2C(F)(F)F)cc1,5%,4%,-3%
COc1ccccc1CNc1nccn(-c2ccccc2)c1=O,-18%,.,-1%
CN1/C(=C\C(=S)NC(=O)c2ccccc2Cl)C(C)(C)c2ccccc21,-16%,-9%,-7%
Cc1ccc(NC(=O)Cc2nc(COC(=O)Cc3cccc(C(F)(F)F)c3)cs2)cc1,-1%,1%,-12%
Cc1ccccc1CN1CCN(S(=O)(=O)c2ccc(F)cc2)CC1,-15%,0%,-4%
Cc1ccc(CN(CC(=O)NCCc2ccccc2)C(=O)c2csnn2)cc1,8%,-12%,0%
COc1ccccc1OCc1nnc(SCC(N)=O)n1-c1ccccc1,-5%,1%,3%
# Following part.
SMILES,FEN1 inh,N370S GC,KAT2A inh
COc1ccc(N2CCN(C(=O)c3ccc(OCc4c(C)noc4C)c(OC)c3)CC2)cc1,0%,8%,-11%
CN(C)c1ccc(CNc2ncnc3sccc23)cc1,-1%,-3%,-5%
Nc1nonc1-c1nc2ccccc2n1CC(=O)N1CCCCC1,0%,-3%,3%
O=C(CN(C(=O)Cn1nnc(-c2ccc(F)cc2)n1)c1cccc(F)c1)NC1CCCC1,0%,-5%,-9%
CC(C)CN(C(=O)COC(=O)c1cncc(Br)c1)c1c(N)n(Cc2ccccc2)c(=O)[nH]c1=O,0%,-2%,0%
CC(=O)Nc1cccc(NC(=O)C2CCCN2C(=O)Nc2ccc(Cl)cc2)c1 (stereo unspecified),-2%,2%,-2%
COc1ccccc1NC(=O)CSc1nnc(COc2ccc(Cl)cc2)o1,2%,1%,-8%
COc1cccc(-c2csc(N3CCN(CC(=O)NNC(=O)c4ccc(Br)cc4)CC3)n2)c1,-10%,-2%,-3%
CCn1nc(NS(=O)(=O)c2ccc([N+](=O)[O-])cc2)c2cc3ccccc3nc21,0%,-18%,-1%
COc1ccc(CNCc2ccc3c(c2)OCO3)cc1Br,-20%,-20%,11%
COCC(=O)Nc1ccc(C(C)C)cc1,5%,2%,-4%
O=C(Nc1ccc(NS(=O)(=O)c2ccccc2)cc1)c1ccccc1Cl,-1%,.,-5%
O=C(c1ccccc1)c1ccc2nc(-c3ccc(NC(=O)c4ccccc4Br)cc3)[nH]c2c1,-18%,-7%,-9%
NC1=NC[C@H](Cc2ccccc2)N1CCc1cccc(F)c1,15%,8%,12%
COc1cc(CN(C(=S)NCC(=O)NC2CCCC2)C2CCCC2)cc(OC)c1OC,-4%,-2%,-2%
O=C(/C=C/c1ccco1)Nc1ccc2c(c1)OCO2,-3%,-7%,-7%
COc1cccc(C(=O)n2nc(-c3cccnc3)nc2NCc2ccc(F)cc2)c1,-15%,.,-15%
O=C(CCSc1nc2ccccc2o1)N1CCOCC1,0%,0%,2%
COCCOC(=O)C1=C(C)NC2=C(C(=O)CC(C)(C)C2)C1c1ccc(N(C)C)cc1 (stereo unspecified),-3%,-5%[2.35 µM],-3%
CC(C)CC(=O)N1CCN(S(=O)(=O)c2ccc3ccccc3c2)CC1,-14%,14%,-1%
CC1Cc2ccccc2N1C(=O)c1cnc2n(c1=O)CCS2 (stereo unspecified),16%,-1%,-6%
O=C(Nc1cccc(Cl)c1)N(CCN1CCOCC1)Cc1cccc(Cl)c1,-16%,-5%,-4%
Cc1ccc(CNC(=O)CCn2c(=O)oc3ccccc32)cc1,1%,-24%,-7%
CCCCCC1CCC(c2ccc(C(N)=O)cc2)CC1 (stereo unspecified),-16%,-4%,-11%
CCOC(=O)CNc1nc(Cl)nc(Nc2ccc(OC)cc2OC)n1,8%,2%,-3%

# Results in FEN1 inh, for some of the entries so far:
structure	FEN1 inh
COCC(=O)Nc1ccc(C(C)C)cc1	5%
O=C(Nc1cccc(Cl)c1)N(CCN1CCOCC1)Cc1cccc(Cl)c1	-16%
COCCOC(=O)C1=C(C)NC2=C(C(=O)CC(C)(C)C2)C1c1ccc(N(C)C)cc1 (stereo unspecified)	-3%
CCOC(=O)CNc1nc(Cl)nc(Nc2ccc(OC)cc2OC)n1	8%
CC1Cc2ccccc2N1C(=O)c1cnc2n(c1=O)CCS2 (stereo unspecified)	16%
NC1=NC[C@H](Cc2ccccc2)N1CCc1cccc(F)c1	15%
O=C(CN(C(=O)Cn1nnc(-c2ccc(F)cc2)n1)c1cccc(F)c1)NC1CCCC1	0%

# (more compounds)
SMILES,FEN1 inh,N370S GC,KAT2A inh
CCOc1ccccc1N1CCN(C(=O)C2=CC=CN3CCS(=O)(=O)N=C23)CC1,18%,.,-1%
O=S(=O)(c1ccc(Cl)cc1)N(Cc1ccccn1)Cc1ccccn1,6%,0%,0%
CCOc1ccc(NC(=O)CN2C(=O)NC3(CCCC3)C2=O)cc1S(=O)(=O)N1CCCCC1,-12%,.,-3%
COc1cccc(CNc2ncnc3ccc(-c4c(C)noc4C)cc23)c1,8%,-2%,-2%&-15%
N#Cc1c(N)sc(=S)c2c1CCCC2,4%,-27%,20%
CC(C)(C)OC(=O)NCCc1nnc(SCC(=O)c2ccc(Cl)cc2)o1,-3%,3%,-6%
CC(=O)Nc1ccc(NC(=O)c2c(C)nn(Cc3ccccc3Cl)c2C)cc1,2%,2%,-2%
O=C(Nc1ccc(NC(=S)NC(=O)c2ccco2)cc1)c1ccccc1,0%,-7%,-5%
Cc1ccc(CN(Cc2ccco2)C(=O)COc2ccc(Cl)cc2Cl)cc1,-6%,.,-11%
CCN(CC)CCCNC(=S)N(Cc1cccnc1)Cc1cc2cc(C)ccc2[nH]c1=O,-1%,-12%,-13%
Cc1ccccc1NC(=O)N1CCCC(c2nc(-c3ccc(C(C)C)cc3)no2)C1 (stereo unspecified),12%,18%,-10%
CN1CCN(c2ccc([N+](=O)[O-])cc2S(=O)(=O)N2CCOCC2)CC1,12%,-2%,-1%
COc1ccc(CCNC(=O)c2cc(-c3cc(C)cc(C)c3O)n[nH]2)cc1OC,-1%,?,-15%
O=C(Nc1ccc(OCC(=O)N2CCOCC2)cc1)Nc1cccc2ccccc12,-2%,-17%,-7%
COC(=O)[C@@]1(Cc2ccccc2)[C@H]2C(=O)N(Cc3ccccc3)C(=O)[C@H]2[C@H]2CN=C(SCc3ccc(Cl)cc3)N21,-7%,.,-8%
Cc1ccc(C(=O)Nc2cc3ccccc3oc2=O)cc1,11%,9%,-1%
Cc1ccc(N2N=C(C(=O)O)CCC2=O)cc1Cl,1%,4%,-11%
COc1ccc(C(=O)NCc2cccnc2)cc1OC,-16%,5%[2.35 µM],-1%
COc1ccc(-n2nc3c(N4CCCC(C(=O)NCc5ccc(C)cc5)C4)nnc(C)c3c2C)cc1 (stereo unspecified),?,.,-6%
COc1ccc(OC)c(N/C=C/C(=O)c2ccccc2)c1,-18%,9%,-17%
COc1cccc(-c2cncnc2Nc2ccccc2)c1,.,-12%,?
C/C(=N\NC(=O)c1ccc([N+](=O)[O-])cc1Cl)c1ccccc1,16%,10%,-5%
CCOC(=O)N1CCC(NC(=O)C2CCN(S(=O)(=O)c3cnc[nH]3)CC2)CC1,1%,-1%,-5%
CCc1ccc(CNC(=O)c2nn(-c3ccc(OC)c(Cl)c3)c(=O)c3c2c2ccccc2n3C)cc1,20%,.,-4%
C[N+]1(CC(O)COc2ccccc2)CCN(C(=O)c2ccc([N+](=O)[O-])cc2)CC1 (stereo unspecified),-1%,1%,-3%
# Continuation:
SMILES,FEN1 inh,N370S GC,KAT2A inh
CC(=O)NS(=O)(=O)c1ccc(NC(=S)NC(=O)CC(C)C)cc1,-2%,0%,-5%
COc1ccc(-c2noc(CC(=O)N(C)c3cccc(C)c3)n2)cc1,3%,.,-9%
COc1cc(C(=S)N2CCCC2)cc(Cl)c1OCC(=O)Nc1ccc(C)cc1C,-15%,5%,-16%
COc1ccc(-c2nc(CN3CCC(C(=O)NCCc4ccccc4)CC3)c(C)o2)cc1OC,13%,.,-3%
O=C(NCc1cccnc1)C1CC(=O)N(c2ccc(F)cc2)C1 (stereo unspecified),2%,4%,-3%
CCCCCCCC/C=C/CCCCCCCCOP(=O)([O-])OCC[N+](C)(C)C,.,0%,2%
Cc1ccc(NC(=O)c2cc(C)nc3ccccc23)cc1,-2%,4%,-5%
CCN(CC)C(=O)c1sc2c(c1C)c(=O)n(CCc1ccccc1)c(=O)n2Cc1cc(C)ccc1C,-2%,.,-1%
O=C(Nc1cccc(Cl)c1)c1cc(S(=O)(=O)N2CCCCC2)c[nH]1,-4%,-22%,-10%
COc1ccc(C(CNC(=O)c2cc(C)on2)N(C)C)cc1 (stereo unspecified),8%,2%,2%
O=C(O)c1ccc(CNCc2ccc(Cl)cc2)cc1,-3%,-1%,0%
COC(=O)c1ccccc1OC(=O)c1cccnc1,-11%,21%,-3%
Nc1nc(NS(=O)(=O)c2ccc(Cl)cc2)nn1-c1ccccc1,-8%,-3%,?
CCn1c(=O)cc(OCC(=O)NCCC(C)C)c2ccccc21,6%,-12%,-1%
Cc1cccc(NC(=O)/C(=C\c2ccco2)NC(=O)c2cccs2)c1,10%,20%,-6%
CC(O)CNCCOc1cccc(Oc2ccccc2)c1 (stereo unspecified),2%,-2%,-3%
Cc1cc(C)nc(N(C#N)CC(=O)N(c2ccccc2)C(C)C)n1,-9%,3%,?
Cc1cc(=O)n(-c2ccccc2)n1C,-3%,0%,0%
CCCC(=O)Nc1c(-c2cccc(OC)c2)c(=O)c2ccccc2n1C,-12%,-6%,5%
COCCCn1c(=NC(=O)c2ccccc2)c(C#N)cc2c(=O)n3cccc(C)c3nc21,-2%,?,-6%
CC1CCCN(CCOCCOc2ccc(Cl)cc2Br)C1 (stereo unspecified),11%,-25%,-2%
Cc1cc(C)n2c(SC/C(O)=C(\C#N)c3nc4ccccc4[nH]3)nnc2n1,?,-7%,-12%
O=C(NCc1ccccn1)c1cc2n(n1)C(C(F)(F)F)CC(c1ccco1)N2 (stereo unspecified),-7%,3%,-4%
O=C(OCc1cccc([N+](=O)[O-])c1)c1cc(=O)[nH]c2ccccc12,.,6%,-6%
CC[C@@]1(C(=O)OC)N[C@H](CN(C)C(C)=O)[C@@H]2C(=O)N(Cc3ccccc3)C(=O)[C@@H]21,16%,.,0%
COc1ccccc1CC(NC(C)=O)C(=O)NC1CCN(C(=O)Nc2ccccc2C)CC1 (stereo unspecified),23%,-4%,2%

# Not all compounds are listed. The share of hits here may be higher or lower than overall.
